FEN1 inh: inhibitors of human flap endonuclease 1 | AID 588795 | 0.35% of 390,000 active | Recombinant FEN1 flap cleavage, fluorescence, 15 min | Potency, µM (top dose mostly 114 µM), inactives show top-dose activity change, negative = inhibition, actives largely listed as inhibitors; further: nearly all actives have a fitted effect of over 65% in size
Target sequence (P39748 whole entry, looked up): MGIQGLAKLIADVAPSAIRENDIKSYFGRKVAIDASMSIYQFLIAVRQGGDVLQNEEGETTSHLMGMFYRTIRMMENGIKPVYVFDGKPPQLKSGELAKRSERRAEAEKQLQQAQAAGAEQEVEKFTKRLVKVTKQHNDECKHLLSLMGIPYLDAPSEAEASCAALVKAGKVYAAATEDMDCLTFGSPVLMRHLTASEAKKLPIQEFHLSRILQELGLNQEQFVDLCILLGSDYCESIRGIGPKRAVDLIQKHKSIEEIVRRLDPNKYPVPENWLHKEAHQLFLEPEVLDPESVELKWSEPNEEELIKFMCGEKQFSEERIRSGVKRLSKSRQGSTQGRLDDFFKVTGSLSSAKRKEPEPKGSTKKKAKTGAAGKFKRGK
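Enzyme 10 nM, 15 min RT preincubation with compound; start with substrate 50 nM final; reads at 0 and 15 min; qHTS titration, four-parameter Hill fit.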
TDP1 block: blocks human tyrosyl-DNA phosphodiesterase 1; Q9NUW8; recombinant TDP1, AlphaScreen DNA substrate cleavage; Potency, µM (series often up to 130 µM), without a hit: at the top dose activity change, negative = inhibition, actives largely listed as inhibitors; 0.28% of 350,000 active; further: nearly all actives have a fitted effect of over 40% in size
Target sequence (Q9NUW8 whole entry, looked up): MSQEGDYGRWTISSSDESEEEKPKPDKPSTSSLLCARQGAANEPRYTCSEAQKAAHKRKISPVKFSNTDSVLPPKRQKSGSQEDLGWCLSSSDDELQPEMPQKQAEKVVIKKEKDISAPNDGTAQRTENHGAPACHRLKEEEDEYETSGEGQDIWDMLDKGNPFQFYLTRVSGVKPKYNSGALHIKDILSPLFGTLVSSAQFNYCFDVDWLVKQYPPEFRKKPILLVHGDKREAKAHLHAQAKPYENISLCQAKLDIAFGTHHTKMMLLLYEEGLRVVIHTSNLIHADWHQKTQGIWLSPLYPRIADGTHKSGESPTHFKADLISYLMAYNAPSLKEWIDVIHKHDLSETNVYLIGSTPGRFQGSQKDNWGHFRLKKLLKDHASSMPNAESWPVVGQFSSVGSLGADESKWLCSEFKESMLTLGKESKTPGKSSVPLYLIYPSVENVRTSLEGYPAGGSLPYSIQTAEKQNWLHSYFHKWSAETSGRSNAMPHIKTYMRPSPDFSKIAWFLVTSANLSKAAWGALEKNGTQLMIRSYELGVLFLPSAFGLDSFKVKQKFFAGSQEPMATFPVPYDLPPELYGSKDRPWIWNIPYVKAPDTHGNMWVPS
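Signal: AlphaScreen proximity between streptavidin donor and anti-FITC acceptor beads on intact substrate. Reaction: Tdp1 1 nM, substrate 15 nM final, 5 min RT after 15 min compound preincubation.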
N370S GC mod: inhibits or activates N370S mutant glucocerebrosidase. Potency, µM (highest dose often 59.4 µM), for the others: at the highest dose activity change, negative = inhibition, usual class: inhibitors. N370S GC spleen homogenate, 4MU-glucoside fluorescence. 0.092% of 330,000 active;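 further: 0% = full enzyme activity and -100% = no enzyme basal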
* hit, by the source's call; u = inconclusive; x = not tested or not shown; & = joins results of further samples; [ ] = another dose, or the depositor's remark. The call rests on the fitted dose curve; in most records, active means well fitted curve in the direction sought with a large enough effect; inconclusive means small, poorly fitted or top-dose-only effect, or another doubt; inactive means no such curve, though single readings can be large; an effect the other way counts as inactive or inconclusive. Unless noted, on the % scale 0 is the no-effect control and ±100 the full control effect; potency means the concentration at half of the fitted maximal effect. An unsorted share of the library; 0.53% or so of the library scored in one or more.

SMILES	FEN1 inh	TDP1 block	N370S GC mod
Cn1c(=O)n(C)c2cc(S(=O)(=O)Nc3ccc(F)cc3)ccc21	2%	x	1%
CC1CCN(C(=O)CSc2nnc(-c3ccccc3Cl)o2)CC1	11%	5%	x
OC(CN1CCN(c2ccccc2F)CC1)c1ccc(F)cc1 (stereo not drawn)	12%	x	-16%
Cc1c(NC(=O)Nc2ccc(F)cc2F)c(=O)n(-c2ccccc2)n1C	15%	7%	-13%
CCN(CC)c1ccc(/C=N/NC(=O)Cc2cccs2)c(O)c1	-18%	3%	5%
CCOc1ccc2oc(=O)cc(CN3CCN(c4ccc(OC)cc4)CC3)c2c1	-5%	5%	x
O=C(CN1CCC(n2nnc3cc(F)ccc32)CC1)NNC(=O)c1ccccc1	-15%	5%	1%
CC(=O)Nc1ccc(NC(=O)CSc2nnc(NC(=O)Cc3ccc(F)cc3)s2)cc1	1%	1%	-4%
CCc1nnc(NC(=O)CN2CCN(c3nc(-c4ccccc4)cs3)CC2)s1	-21%	5%	-7%
CCN(CCCCN1C(=O)c2ccccc2C1=O)c1ccc2c(c1)C(=O)N(C)C2=O	-23%	x	29%
CCc1ccc(OCc2nnc(SCCN3CCOCC3)n2C)cc1	1%	3%	-15%
CCCC12CN3CC(C)(CN(C1)C3c1ccc([N+](=O)[O-])o1)C2=O (stereo not drawn)	0%	0%	-3%
CCC(C)c1ccc(O[C@@H]2O[C@H](CO)[C@@H](O)[C@H](O)[C@H]2NC(C)=O)cc1 (stereo partly drawn)	x	1%	-2%
CSc1ccccc1NC(=O)CNCCCN1CCOCC1	5%	-9%	-2%
CCCOc1ccc(CNC(=O)c2oc3ccc4c(c3c2C)C(=O)CC(C)(CC)O4)cc1 (stereo not drawn)	-15%	-8%	x
Nc1nc(Nc2ccccc2)nc2c1ncn2[C@@H]1O[C@@H](CO)[C@H](O)[C@H]1O	x	5%[56.1 µM]	0%
Cc1nc2ncnn2c(N2CCN(C(=O)c3cccc(F)c3)CC2)c1C	0%	4%[56.1 µM]	26%
O=C(COc1ccc(F)cc1)Nc1nccs1	0%	0%	-1%
CCc1ccc(NC(=O)CC2C(=O)N(c3cccc(OC)c3)C(=O)N2Cc2ccc(F)cc2)cc1 (stereo not drawn)	2%	3%	x
CCOC(=O)CC1C(=O)NCCN1c1nc2c(C)cccn2c(=O)c1/C=C1\SC(=S)N(C(C)CC)C1=O (stereo not drawn)	u	x	29%
O=C(O)c1ccc(-c2nnc(-c3ccc([N+](=O)[O-])cc3)o2)cc1	26%	4%	-16%
CC(C)(C)[C@H]1COC(=O)[C@@H](Cc2ccc(F)cc2)C/C=C\C[C@@H](CC(=O)N[C@H](CO)Cc2ccccc2)C(=O)N1	2%	0%	x
O=C(NCc1nc(-c2ccc(C(F)(F)F)cc2)no1)Nc1ccc(OC(F)(F)F)cc1	u	1%	5%
CC(C)N1C[C@@]23C=C[C@@H](O2)C(C(=O)OCc2ccccc2)[C@H]3C1=O (stereo partly drawn)	-3%	3%	-7%
O=S(=O)(O)c1nc2ccccc2[nH]1	18%	7%	-20%

Following part
SMILES	FEN1 inh	TDP1 block	N370S GC mod
O=C(/C=C/c1ccco1)N1CCN(C/C=C/c2ccccc2)CC1	0%	1%	1%
Cc1ccc(C)c(S(=O)(=O)n2cnc3ccccc32)c1	0%	9%	6%
Cc1ccc(NC(=O)CCCN2C(=O)NC(C)(C)C2=O)cc1	-4%	0%	x
CCCN1C2CCCC1CC(NC(=O)c1ccccc1Br)C2 (stereo not drawn)	5%	x	-2%
Cc1ccsc1C(=O)Nc1cccc(S(=O)(=O)N(C)C)c1	-9%	5%	-17%
O=C1c2ccc(Br)cc2C(=O)N1c1ccc(Cl)cn1	7%	4%	0%
COc1ccc2cc(C3(C)NC(=O)N(CC(=O)N4CCCCC4)C3=O)ccc2c1 (stereo not drawn)	-8%	2%	x
CO/N=C(/CN1CCCCC1)c1ccc(Cl)cc1	-14%	x	-15%
COc1ccc(C(=O)NCCn2ccc3ccccc32)cc1OC	2%	7%	0%
Cn1cc(Br)c(-c2cccc(N3C(=O)CCCC3=O)c2)n1	8%	3%	-6%
CCOC(=O)C1(CCc2ccccc2)CCN(Cc2cccc3nccnc23)CC1	-18%	-8%	-23%
CCOC(=O)c1c(-c2ccco2)csc1NC(=O)CSc1nnc(N)s1	8%	0%	6%
Cc1ccc(NC(=O)C(c2ccc(Cl)cc2)N2CCOCC2)cc1 (stereo not drawn)	-7%	5%	-13%
COc1ccc(/C(C)=N/NC(=O)c2ccc(N(C)C)cc2)cc1	-3%	9%	10%
COc1ccc(CCNS(=O)(=O)c2cc3c4c(c2)CC(=O)N4CCC3)cc1	-10%	0%	-4%
O=C(O)CSC1CC(=O)N(c2ccc(Cl)c(Cl)c2)C1=O (stereo not drawn)	3%	5%	4%
CCSc1nnc(N(CCC(=O)O)CCC(=O)O)s1	-2%	2%	5%
COc1ccccc1CN(C)C(=O)c1ccc2c(c1)NC(=O)CS2	-15%	8%	16%
COc1cc(CNC2CCCCCCC2)cc(Cl)c1OC	1%	x	-8%
O=C(c1ccc(F)cc1)N(c1ccccn1)C1CCCCC1	5%	-4%	5%
COc1cccc(N(CC(=O)NCCN2CCOCC2)S(=O)(=O)c2ccccc2)c1	-4%	x	-2%
CCOC(=O)Cn1nc(C)c(NC(=O)COc2ccc([N+](=O)[O-])cc2)c1C	-3%	-5%	-6%
Cc1ccc(NC(=O)Cn2ccc([N+](=O)[O-])n2)cc1Cl	15%	0%	-1%
Cc1ccc(S(=O)(=O)c2cc3c(=O)n4ccccc4nc3n(C)c2=N)cc1	8%	8%	-4%
Cc1[nH]n(C)c(=O)c1N=Nc1ccc(S(C)(=O)=O)cc1	3%	3%	-18%

Next results follow:
SMILES	FEN1 inh	TDP1 block	N370S GC mod
Cc1nc2ccc([N+](=O)[O-])cc2c(=O)n1Cc1ccc(Cl)cc1	1%	x	0%
COc1ccc(C2(CNC(=O)Cc3ccccc3)CCCC2)cc1OC	-2%	0%	0%
COC(=O)c1ccc(CNC(=O)COC(=O)CCN2C(=O)C3CC=CCC3C2=O)cc1 (stereo not drawn)	6%	-1%[0.505 µM]	-4%
CCCOc1ccc(-c2cccc(NS(=O)(=O)c3ccccc3)c2)nn1	7%	7%	x
CCCCC[C@@H]1C=C(C(=O)O)[C@H](c2ccc(C)cc2)N1S(=O)(=O)c1ccc(C)cc1	-10%	1%	x
COc1ccccc1Nc1ncccc1C(=O)O	-4%	-2%	2%[2.35 µM]
O=C(CN1CCN(c2ccc([N+](=O)[O-])cc2)CC1)Nc1nccs1	5%	-4%	6%
Cc1cc(C)c(C)c(S(=O)(=O)N2CCN(C(=S)NCC3CCCO3)CC2)c1C (stereo not drawn)	-10%	11%	-9%
Cc1ccc(CNC(=O)C2CCN(S(=O)(=O)c3cccs3)CC2)cc1	-1%	3%	-9%
COc1ccc(C(=O)Nc2c3c(nn2C(C)(C)C)CS(=O)(=O)C3)cc1OC	8%	-4%	0%
Cc1ccc(N2C(=O)CC(NNc3nc4ccccc4s3)C2=O)cc1C (stereo not drawn)	-7%	3%	-24%
Cc1ccc(-c2c[n+](Cc3ccc(Cl)cc3)c3n2CCC3)cc1	-1%	1%	-9%
Cc1ccc(S(=O)(=O)N(CC(=O)N2CCCCC2)c2cccc(C)c2)cc1	0%	5%	u
C#CCn1cnc2c(oc3ccccc32)c1=O	-2%	2%	-6%
CS(=O)(=O)N(CC(=O)N1CCc2ccccc2C1)Cc1ccc(F)cc1	3%	x	-12%
Oc1ccc2ccccc2c1CNc1ccc(Br)cc1	-20%	x	-9%
CCCOc1cccc(NC(=O)c2cc(C)oc2C)c1	7%	8%	-36%
Cc1cc(C)nc(SCCCNCc2ccc(Br)cc2)n1	-4%	x	-5%
COc1cc(OC)cc(-c2nnc(Nc3nc4c(F)cccc4s3)o2)c1	-4%	10%	-2%
CCn1c2ccccc2c2cc(/C=N/n3cn[nH]c3=S)ccc21	u	8%	7%
Cc1ccc(CNC(=O)CCNC(=O)c2ccco2)cc1	-8%	-3%	2%
COc1ccc(/C=N/NC(=O)CSc2ccccn2)cc1OC	0%	-4%	1%
Cc1ccccc1Cn1c([N+](=O)[O-])cnc1C	-4%	3%	12%
CCCCc1c(O)nc(SCC(=O)NCC2CCCO2)[nH]c1=O (stereo not drawn)	3%	6%	11%
Nc1cc(N2CCCCC2)c(Cl)cc1[N+](=O)[O-]	5%	8%	-1%

The results go on:
SMILES	FEN1 inh	TDP1 block	N370S GC mod
CCC1(c2ccccc2)NC(=O)N(CC(=O)NNC(=O)CCN2CCN(c3ccccc3)CC2)C1=O (stereo not drawn)	-5%	x	-12%
C=CC[C@H](CC(=O)NCCO)C(=O)N[C@H](COC(=O)[C@@H](CC=C)Cc1ccc(F)cc1)C(C)(C)C	0%	2%	x
Cc1csc(NC(=O)c2ccc(COc3ccccc3)o2)n1	-14%	3%	16%
COc1cccc(C2/C(=C(/O)c3ccc4c(c3)CC(C)O4)C(=O)C(=O)N2CCCn2ccnc2)c1 (stereo not drawn)	-2%	8%	-7%
COc1ccccc1OCCC(=O)Nc1ccc2c(c1)OCO2	-13%	-6%	x
C/C(CC(=O)NC1CCCC1)=N\NC(=O)C1CCCCC1	5%	-2%	-4%
C#CCOCCOCCOCCNc1nc(N2CCN(C(=O)[C@H](C)n3cc(CCCN=C(N)N)nn3)CC2)nc(N2CCN(C(=O)[C@H](Cc3ccc(O)cc3)n3cc(CCO)nn3)CC2)n1	x	-14%	-9%
Cc1[nH]c(=O)[nH]c(=O)c1S(=O)(=O)Nc1ccc(Cl)c([N+](=O)[O-])c1	8%	x	-4%
COc1ccc([N+](=O)[O-])cc1NC(=O)CC(c1ccccc1)c1ccccc1	3%	2%	-8%
COc1cc(/C=C2/CC(C)OC2=O)c([N+](=O)[O-])cc1OC (stereo not drawn)	-5%	4%	-14%
COc1ccc(CNC(=O)CCc2nnc3ccc(NCCCN4CCCC4=O)nn23)cc1	18%	7%	-14%
CCc1c(C)nc(SCC(=O)Nc2cccc(Br)c2)[nH]c1=O	-9%	-2%	8%
COc1ccc(-c2nc(CCNC(=O)c3cccs3)cs2)cc1	8%&14%	1%&-1%	3%
COC(=O)c1ccc(NC(=O)C(=O)N2CCN(C(=S)Nc3ccc(C)cc3)CC2)cc1	-7%	1%	-10%
Cc1cc(C)c2c(CC(=O)Nc3c(C(=O)c4ccc(F)cc4)oc4ccccc34)coc2c1	-2%	-2%	x
CN1CCN(S(=O)(=O)c2ccc(Sc3nnnn3-c3ccccc3)c([N+](=O)[O-])c2)CC1	6%	3%	-27%
CCCc1cc(=O)oc2cc(OCC(=O)NCC3CCC(C(=O)O)CC3)ccc12 (stereo not drawn)	1%	x	-4%
COc1ccc(NS(=O)(=O)c2cccc(C(=O)N3CCCCCCC3)c2)cc1	9%	0%	x
CN1CCC(N(C)C(=O)c2cc(=O)c3ccccc3o2)CC1	-1%	5%	2%
CC(=O)c1cnc2cc(-c3ccc(Cl)cc3)nn2c1C	4%	-1%	2%
Cc1csc(=NC(=O)c2ccccc2)n1CCO	-11%	8%	6%
CCOC(=O)Cn1c(=O)oc2cc(S(=O)(=O)NC3CCCCC3)ccc21	-7%	x	-4%
O=C(Nc1cc(Cl)ccc1O)C1CC(c2ccccc2Cl)=NO1 (stereo not drawn)	-22%	2%	-6%
COc1ccc(CNC(=O)c2cc3c(s2)-c2c(C)cccc2OC3)cc1	-7%	-9%	x
O=C(Nc1cccc(C(=O)N2CCCC2)c1)c1ccccc1	-1%	5%	-3%
CC(C)NS(=O)(=O)c1ccc2nc(NC(=O)c3cncc(Br)c3)sc2c1	-11%	5%	x
COc1cc(CNCc2ccccn2)ccc1OCc1c(Cl)cccc1Cl	0%	10%	-27%
